# AmpC detergent – AmpC beta-lactamase inhibition with detergent present; P00811; AmpC hydrolysis of nitrocefin, absorbance 480 nm, 0.01% Triton; Potency, µM (titrated, usually from 114 µM), for inactives: at the highest dose activity change, negative = inhibition, usual class: inhibitors; 370,000 tested, 0.041% active;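 also: potency is read from the fitted curve at half-maximal effect; 0% = no-compound wells and -100% = no-enzyme wells; nearly all actives have a fitted effect of over 25% in size; some results filed as inactive show a strong effect at the top dose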
# Target sequence (P00811 whole entry, looked up): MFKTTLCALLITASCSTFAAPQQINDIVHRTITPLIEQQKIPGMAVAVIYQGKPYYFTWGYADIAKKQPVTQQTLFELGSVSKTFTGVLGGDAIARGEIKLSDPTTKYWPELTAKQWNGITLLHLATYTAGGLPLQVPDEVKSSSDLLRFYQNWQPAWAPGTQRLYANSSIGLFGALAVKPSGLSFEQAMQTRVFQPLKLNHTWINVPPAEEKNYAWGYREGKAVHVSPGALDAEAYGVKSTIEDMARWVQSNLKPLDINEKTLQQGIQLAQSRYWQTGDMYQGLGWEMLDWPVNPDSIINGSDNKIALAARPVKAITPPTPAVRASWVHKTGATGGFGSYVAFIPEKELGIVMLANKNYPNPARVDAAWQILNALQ
#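 20 mM phosphate pH 7.0 + 0.01% (detergent screen) or 0.0001% Triton X-100; 5.3 nM AmpC reagent; cpd preinc 15 min RT; nitrocefin (800 uM stock) to start; A480 q20 s × 4 min; Activity was normalised to no-enzyme and no-compound control wells.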
# HCMV antiviral – blocks human cytomegalovirus replication; activity change, negative = inhibition, % at 57.5 µM; AID 1259415; 410,000 tested, 4.5% active; HFF cells, HCMV-luciferase reporter, 72 h; hits give low values; in the data active = activity change below about -60%; inconclusive = no clear call, values can overlap the other calls; inactive = above about -39%
#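 HFF cells seeded 16 h at 37C, treated with compounds, infected with luciferase-reporter HCMV at MOI 1 PFU/cell; luciferase read at 72 h post infection, normalized to buffer-only and Salinomycin controls.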
# Sm TGR inh – S. mansoni TGR enzyme inhibition; Potency, µM (series often up to 114 µM), for inactives: top-dose activity change, negative = inhibition, actives largely listed as inhibitors; Q962Y6; purified TGR, DTNB reduction, TNB absorbance 405 nm; 360,000 tested, 3% active; AID 485364; also: potency is read from the fitted curve at half-maximal effect; nearly all actives have a fitted effect of over 60% in size
#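 TGR 20 nM + NADPH 100 uM (dispensed conc.), cpd preinc 15 min RT; start with NADPH (500 uM addition) then DTNB (15 mM addition). Kinetic TNB absorbance, 405 nm filter. Four-parameter Hill fit across titration.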
# AmpC inh no detg – inhibitors of E. coli AmpC beta-lactamase without detergent | AmpC nitrocefin hydrolysis, absorbance 480 nm, 0.0001% Triton | P00811 | 330,000 tested, 0.52% active | AID 485341 | Potency, µM (series often up to 57.1 µM), for the others: top-dose activity change, negative = inhibition, usual class: inhibitors;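 also: potency is read from the fitted curve at half-maximal effect; plate controls were no compound for no effect and no enzyme for full effect; nearly all actives have a fitted effect of over 20% in size; some results filed as inactive show a strong effect at the top dose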
#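 20 mM phosphate pH 7.0 + 0.01% (detergent screen) or 0.0001% Triton X-100; 5.3 nM AmpC reagent; cpd preinc 15 min RT; nitrocefin (800 uM stock) to start; A480 q20 s × 4 min; Activity was normalised to no-enzyme and no-compound control wells.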
# AMA1 RON2 block – inhibitors of Plasmodium falciparum AMA1-RON2 interaction | AlphaScreen AMA1-biotinylated RON2 peptide binding | Potency, µM (top dose mostly 58.2 µM), for the others: top-dose activity change, negative = inhibition, usual class: inhibitors | 360,000 tested, 0.2% active | AID 720542;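 also: potency is read from the fitted curve at half-maximal effect; 0% = vehicle wells and -100% = peptide control; nearly all actives have a fitted effect of over 45% in size; some results filed as inactive show a strong effect at the top dose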
#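 AMA1 (3D7) with his tag at 25 nM final met compounds first, then biotinylated RON2 peptide at 25 nM; detection used donor plus acceptor beads, 10 µg/mL apiece, read by AlphaScreen after 30 min at room temperature.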
# FBPA Giardia inh – inhibitors of Giardia lamblia fructose-1,6-bisphosphate aldolase; purified Giardia FBPA; Potency, µM (top dose mostly 59.6 µM), inactives show at the highest dose activity, negative = inhibition, usual class: inhibitors; 290,000 tested, 0.71% active; AID 2451; also: potency is read from the fitted curve at half-maximal effect; nearly all actives have a fitted effect of over 55% in size
# Target sequence (A8B2U2 whole entry, looked up): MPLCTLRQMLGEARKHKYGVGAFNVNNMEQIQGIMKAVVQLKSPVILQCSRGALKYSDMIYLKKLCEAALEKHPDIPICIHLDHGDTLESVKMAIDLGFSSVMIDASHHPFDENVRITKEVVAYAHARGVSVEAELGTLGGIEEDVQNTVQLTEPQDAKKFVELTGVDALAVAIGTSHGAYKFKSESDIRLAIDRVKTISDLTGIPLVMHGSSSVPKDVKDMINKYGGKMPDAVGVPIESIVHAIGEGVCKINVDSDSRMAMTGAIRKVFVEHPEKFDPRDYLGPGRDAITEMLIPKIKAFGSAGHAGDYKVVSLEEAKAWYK
#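 40 nM FBPA preincubated 10 min at RT with compound (up to 57.5 uM final), then substrate plus GAPDH/TPI/NAD/arsenate coupling and diaphorase/resazurin added. Fluorescence read after 20 min at RT, 525/598 nm.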
# * marks the source's active call; other numbers are inactive results; ? = inconclusive; / = no result given; & = joins results of further samples; [ ] = remark or other dose. Unless noted, calls follow the shape of the dose curve; as a rule, active = well fitted curve in the direction sought with a large enough effect; inconclusive = small, poorly fitted or top-dose-only effect, or another doubt; inactive = no such curve, though single readings can be large; an effect the other way counts as inactive or inconclusive. Unless noted, % is scaled to controls: 0 for no effect and ±100 for the full control effect.
SMILES,AmpC detergent,HCMV antiviral,Sm TGR inh,AmpC inh no detg,AMA1 RON2 block,FBPA Giardia inh
COc1cccc(C(O)Cc2nc3ccccc3n2C)c1OC (stereo unspecified),1.9%,34.8,3.5%,-0.7%,1.7%,-0.6%
CCOc1cc(/C=C/C(=O)c2ccc(O)cc2)ccc1OCC(=O)N(C)C,-4.8%,?,-16.4%,-18.2%,-10.2%,-1.0%
Cc1cccc(-c2cc3nc(C)cc(NCCCN(C)C)n3n2)c1,-3.9%,90.7,3.4%,4.9%,2.5%,0.3%
N#Cc1ccc(COC(=O)CSc2nnc(N)s2)cc1,-9.4%,-18.0,-1.5%,-19.3%,12.6%,-1.0%
CSCCC(NC(=O)c1ccco1)C(=O)NCc1ccc(F)cc1 (stereo unspecified),0.6%,1.5,-6.5%,-12.5%,-8.6%,11.2%
CCCc1cc(=O)[nH]c(SCC(=O)N2CCC(C)CC2)n1,-11.2%,/,-1.3%,-13.2%,0.2%,-15.4%
CC1=CC(C)(C)N2C(=O)C3(C(C#N)=C(N)OC4=C3C(=O)CC(C)(C)C4)c3cc(C)cc1c32 (stereo unspecified),-10.5%,-13.2,-17.6%,115.1%[activator],-0.4%,-5.3%
CCCCC(=O)Nc1ccc(C(=O)NNC(=O)CCc2ccccc2)cc1,-1.0%,-20.2,-21.5%,-5.2%,-3.7%,2.7%
c1ccc(-c2csc3ncnc(N4CCc5ccccc5C4)c23)cc1,5.8%,-28.8,3.1%,-11.3%,-16.4%,-4.3%
CC1(C)Cc2ccccc2C2CC(O)C(=O)N21 (stereo unspecified),-1.5%,18.2,-31.0%,-13.2%,-8.6%,-2.6%
O=C(Nc1ccc(Cl)cc1)N1CCN(c2ccc3nnc(-c4ccccc4)n3n2)CC1,12.2%,-80.9*,4.1%,/,/,/
N=C1C(c2nc3ccccc3s2)=C(O)CN1c1ccccc1,-0.8%,-3.2,/,-1.0%,14.8%,-0.9%
Nc1nc(N)nc(Cc2ccccc2O)n1,-3.2%,1.8,-21.2%,-6.5%,-6.3%,/
CCC(C)NC(=O)CSCc1nc(-c2ccc(C)cc2)oc1C (stereo unspecified),2.3%,-24.1,-21.7%,/,/,/
COc1cc(NC(=O)c2ccc(-c3cccc([N+](=O)[O-])c3)o2)ccc1NC(=O)C(C)C,?,13.5,-22.5%,-15.4%,11.4%,-3.0%
COc1cccc(CN2CCNC(=O)C2CC(=O)N(C)C2CCCCC2)c1 (stereo unspecified),-3.2%,15.3,44.7µM*,80.9%[activator],-2.2%,-21.8%
CCOC(=O)N1CCN(C(=O)Nc2ccccc2)CC1,-2.9%,16.3,-1.3%,-7.9%,10.1%,1.5%
COc1ccc(C(=O)C(CCC(CNC(C)(C)C)C(=O)c2ccc(OC)cc2)CNC(C)(C)C)cc1 (stereo unspecified),-14.5%,-98.2*,?,-20.4%,-0.4%,-0.8%
CSc1nsc(SCC(=O)N2CCN(c3ccccc3)CC2)n1,4.8%,84.7,-7.5%,-14.8%,-2.9%,1.5%
CC1CN(C(=O)c2cccc(S(=O)(=O)NCc3ccccc3)c2)CC(C)O1 (stereo unspecified),3.0%,36.0,-14.5%,4.1%,78.7%[activator],/

# No new results follow: entries from further up.
SMILES,AmpC detergent,HCMV antiviral,Sm TGR inh,AmpC inh no detg,AMA1 RON2 block,FBPA Giardia inh
O=C(Nc1ccc(Cl)cc1)N1CCN(c2ccc3nnc(-c4ccccc4)n3n2)CC1,12.2%,-80.9*,4.1%,/,/,/
N=C1C(c2nc3ccccc3s2)=C(O)CN1c1ccccc1,-0.8%,-3.2,/,-1.0%,14.8%,-0.9%
Nc1nc(N)nc(Cc2ccccc2O)n1,-3.2%,1.8,-21.2%,-6.5%,-6.3%,/
CCC(C)NC(=O)CSCc1nc(-c2ccc(C)cc2)oc1C (stereo unspecified),2.3%,-24.1,-21.7%,/,/,/
COc1cc(NC(=O)c2ccc(-c3cccc([N+](=O)[O-])c3)o2)ccc1NC(=O)C(C)C,?,13.5,-22.5%,-15.4%,11.4%,-3.0%
COc1cccc(CN2CCNC(=O)C2CC(=O)N(C)C2CCCCC2)c1 (stereo unspecified),-3.2%,15.3,44.7µM*,80.9%[activator],-2.2%,-21.8%

# Remaining list, next part:
SMILES,AmpC detergent,HCMV antiviral,Sm TGR inh,AmpC inh no detg,AMA1 RON2 block,FBPA Giardia inh
CC(C)(C)OC(=O)N1CCC(c2c(C(=O)NCCN3CCc4ccccc4C3)cnn2-c2ccc(F)cc2F)CC1,-5.6%,?,-3.1%,/,/,/
Cc1nn(CCCC(=O)NCCc2ccc(Cl)cc2)c(=O)c2nn(-c3ccccc3)c(C)c12,-0.4%&-1.2%,-28.9&0.0,-4.0%&-11.3%,16.9%,-15.8%,/
O=C(COC(=O)CCc1ccc(S(=O)(=O)N2CCOCC2)cc1)Nc1ccccc1[N+](=O)[O-],/,5.1,/,26.9%,?,/
O=S(=O)(Nc1ncccn1)c1ccc(F)cc1,-11.3%,17.6,0.9%,-11.1%,4.4%,?
Cn1ccnc1C(=O)c1cc(SCC(=O)N2CCOCC2)nc2ccccc12,4.0%,?,3.1%,19.7%,-0.6%,1.1%
O=C(Nc1nc2c(s1)CCCC2)c1cccc(S(=O)(=O)N2CCCc3ccccc32)c1,-14.0%,?,0.9%,-31.6%,60.2%[activator],-3.6%
COc1cc(NC(=O)COC(=O)CCOc2ccc(C)cc2)cc(OC)c1,-5.1%,38.7,6.3%,-2.8%,0.5%,7.0%
CN1CCc2c(sc3c2C(=O)NC(c2ccc4c(c2)OCO4)N3)C1 (stereo unspecified),?,-17.0,3.8%,-10.7%,3.1%,-9.2%
Cc1cc2n(n1)C(c1sccc1C)Nc1c(C)cccc1-2 (stereo unspecified),-11.1%,-29.5,-25.8%,26.5%,6.4%,-0.8%
Cn1c(=O)c2c(ncn2CC(=O)N/N=C/C(Br)=C/c2ccccc2)n(C)c1=O,-10.3%,?,-17.6%,126.5%[activator],16.3%,-0.6%
CNc1ccc(-c2nc(-c3ccncc3)no2)cc1[N+](=O)[O-],21.5%,58.5,2.2%,/,/,/
O=C(NC1=NCCS1)Nc1ccccc1,-2.2%,69.6,-18.2%,-17.9%,-9.0%,9.2%
CC(=O)NCCC(=O)Nc1ccc(F)cc1C,-12.9%,3.1,6.6%,-20.3%,0.4%,5.9%
COc1ccc(OC)c(NC(=O)C2C3CCC(C3=C(C)C)C2C(=O)O)c1 (stereo unspecified),-3.6%,-1.4,-25.4%,-2.5%,-2.7%,3.55µM*
CC(c1ccc(F)cc1)n1c(Cn2ncc3ccccc3c2=O)n[nH]c1=S (stereo unspecified),-0.1%,-26.5,-0.5%,-2.0%,68.3%[activator],6.2%
O=C(Nc1ccccc1C(=O)NCc1ccco1)NC1CCCCC1,?,-26.6,-21.7%,-29.5%,-9.8%,-1.1%
CCN(c1cc(C)cc(C)c1)S(=O)(=O)c1nnc(NC(=O)C(C)C)s1,2.7%,-77.3*,-5.8%,-27.9%,-1.9%,-11.7%
CCc1ccccc1NC(=O)C(CCSC)NS(=O)(=O)c1ccc2c(c1)oc(=O)n2C (stereo unspecified),12.1%,6.8,1.8%,/,/,/
Cc1ccc(-c2nc3ccccn3c2NC(=O)c2ccco2)cc1,0.5%,55.2,0.0%,-31.3%,-3.8%,1.2%
O=C(Cc1cccs1)N1CCN(S(=O)(=O)c2cc(Cl)ccc2Cl)CC1,0.0%,-23.6,-7.6%,-14.5%,0.0%,/
COc1cc(/C=C(/C#N)c2nc3ccccc3[nH]2)ccc1OCc1ccc(C(=O)O)o1,6.6%,-18.2,-3.6%,-23.5%,18.3%,/
CNCc1ccccc1OCC(=O)Nc1ccccc1,-5.6%,115.3,-18.7%,-11.3%,0.0%,-0.2%
COc1ccc(CN(CC(=O)NCc2ccc(F)cc2)C(=O)c2csnn2)cc1,-8.7%,14.0,-0.8%,3.4%,12.6%,0.6%
COc1ccc(-c2oc3ccccc3c2C(=O)OCc2ccccc2OC)cc1,?,-3.1,7.2%,-23.5%,26.9%,-1.3%
COc1ccc(NC(=O)CSc2nnc(-c3cccs3)n2Cc2ccco2)cc1OC,?,-4.6,?,0.4%,-7.3%,-5.2%
CC(=O)c1nn(-c2ccc(Br)cc2)cc1C(=O)c1ccccc1,-5.9%,11.2,-0.7%,-16.7%,28.9%,5.0%
Cc1ccc(NC(=O)CSc2nc3ccc(NC(=O)CCc4ccccc4)cc3s2)cc1,18.3%,2.7,2.2%,/,/,/
CCCC12CN3CN(C1)CC(CCC)(C3)C2O (stereo unspecified),-17.7%,-30.1,-20.3%,-14.2%,4.7%,-1.4%
Cc1cc(O)c(C=O)c2c1C(=O)Oc1c(CO)c(O)c3c(c1O2)C(O)OC3=O (stereo unspecified),50.1µM*,/,14.1µM*,-40.5%,1.12µM*,?
CC(=O)N1c2ccc(S(=O)(=O)NCC3CCC(C(=O)Nc4ccccc4C)CC3)cc2CC1C (stereo unspecified),-2.1%,7.0,0.6%,/,/,/
CC(C)CCNC(=O)c1ccc2c(c1)nc1n2CCCCC1,19.3%,-6.9,1.3%,/,/,/
Cc1cccc(N2C(=S)N=C(Nc3c(C)cccc3C)C23CCOC(C)(C)C3)c1 (stereo unspecified),-10.5%,-1.7,3.0%,-15.0%,0.6%,0.5%
O=C(COC(=O)/C=C/c1ccccc1[N+](=O)[O-])NNC(=O)c1ccc(F)cc1,-19.6%,-15.8,-3.3%,-21.2%,60.6%[activator],/
c1ccc(-c2nc(NCC3CCCO3)c3oc4ccccc4c3n2)cc1 (stereo unspecified),-12.3%,-1.5,0.0%,14.7%,-6.4%,-12.7%
Cc1ccccc1CS(=O)(=O)c1nnc([C@H](Cc2ccccc2)NC(=O)OC(C)(C)C)o1,28.2µM*,-20.3,1.12µM*,12.6µM*,17.4%,-9.9%
CCc1ccc(OCCOCC(O)CNC2CCCC2)cc1 (stereo unspecified),0.7%,-29.4,10.6%,-4.6%,32.6%[activator],0.8%
Nc1nncn1C(=O)CCCN1C(=O)c2ccccc2C1=O,-1.9%,4.4,-10.3%,-15.1%,-0.2%,1.8%
CCOC(=O)CSc1ccc(S(=O)(=O)N(C)C2CCCCC2)cc1[N+](=O)[O-],0.3%,20.4,8.6%,2.4%,-17.4%,-3.6%
O=c1c2ccccc2ncn1-c1ccc([N+](=O)[O-])cc1[N+](=O)[O-],-2.9%,?,-0.9%,-5.2%,-1.7%,-7.3%
CCn1cc(C(=O)OCC(=O)N2C(C)CCCC2C)c(=O)c2ccc(C)nc21 (stereo unspecified),2.3%,-36.7,-2.1%,1.9%,-9.9%,-1.7%
CC(C)C(=O)NC(NC(=S)Nc1ccc(S(N)(=O)=O)cc1)C(Cl)(Cl)Cl (stereo unspecified),3.1%,0.1,-30.7%,-26.4%,-13.5%,-18.4%
Fc1ccc(N=Cc2ccc[nH]2)cc1,-13.3%,-29.1,-0.2%,-11.4%,10.0%,-2.1%

# Screening data (PubChem BioAssay)
